# DAGLB inh: DAGLB lipase inhibitors, primary screen, biochemical, fluorescence, HTS; Diacylglycerol lipase-beta (Homo sapiens), Q8NCG7; inhibition, % at 5.17 µM; AID 504411, 2011; HEK293T DAGLB membrane lysate, EnzChek fluorogenic substrate; actives 0.059% (n = 340,000); in the data active = inhibition above about 34%;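 note: 0% = enzyme with vehicle and 100% = wells lacking enzyme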
# phage Ecoli inh: growth loss of phage-infected E. coli, primary screen, RecBCD inhibitor project, absorbance, with phage, HTS. inhibition, % at 11.9 µM. actives 0.26% (n = 360,000); in the data active = inhibition above about 11%
# Mot1-301 SUMO: yeast Mot1-301 growth rescue at high temperature, primary screen, SUMOylation pathway inhibitor project, S. cerevisiae, ATP luminescence, 38.5C; S. cerevisiae Mot1-301 growth rescue; percent above DMSO median, 100 means doubled; AID 2716, 2010; growth rescue, % at 18.8 µM; actives 1% (n = 320,000);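 active = every valid replicate shows activation above 250% relative to neutral control wells; inactive = the rest, any valid replicate at or below 250%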;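 note: OY570 slx delta 5 strain wells were the positive control but not used for scaling; some compounds called inactive have numbers as strong as hits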
# CDK5 p35 inh: inhibitors of human CDK5/p35 kinase, primary screen, biochemical, single concentration; Recombinant CDK5/p35, ADP-Glo luminescence, 60 min; inhibition, % at 10 µM; actives 0.01% (n = 330,000);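 active = highest replicate inhibition of at least 50% and at least 75% of replicates reaching 50%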;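 note: plate controls were DMSO neutral control for no effect and GW8510 at 10 µM for full effect; many of its hits are not listed in these tables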
# Target sequence (Q00535 whole entry, looked up): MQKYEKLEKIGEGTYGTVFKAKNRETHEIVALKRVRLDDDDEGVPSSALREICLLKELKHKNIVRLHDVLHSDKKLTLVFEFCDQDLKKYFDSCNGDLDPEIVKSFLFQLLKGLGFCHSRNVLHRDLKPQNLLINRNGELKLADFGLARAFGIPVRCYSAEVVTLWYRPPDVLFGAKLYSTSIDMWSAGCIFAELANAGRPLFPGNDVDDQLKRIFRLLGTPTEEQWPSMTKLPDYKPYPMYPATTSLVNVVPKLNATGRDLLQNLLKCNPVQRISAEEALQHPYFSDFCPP
# Target sequence (Q15078 whole entry, looked up): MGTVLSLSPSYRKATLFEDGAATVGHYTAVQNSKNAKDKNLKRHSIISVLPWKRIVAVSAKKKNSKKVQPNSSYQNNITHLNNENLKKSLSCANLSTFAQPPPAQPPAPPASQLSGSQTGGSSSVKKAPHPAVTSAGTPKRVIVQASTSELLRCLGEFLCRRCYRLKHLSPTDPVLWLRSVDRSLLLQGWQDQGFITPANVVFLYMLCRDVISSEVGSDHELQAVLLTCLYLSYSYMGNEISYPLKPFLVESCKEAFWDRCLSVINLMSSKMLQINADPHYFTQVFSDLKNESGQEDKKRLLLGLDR
# HTR5A inv ctr: HTR5A inverse agonists in luminescence cell assay, primary screen, counter-screen for OPRM1-OPRD1 heterodimer inverse agonist project, full-deck HTS; 5-hydroxytryptamine receptor 5A (Homo sapiens), P47898; AID 504634, 2011; HTR5A cell line, inverse agonism; actives 0.083% (n = 340,000); inhibition, % at 9.3 µM; in the data active = inhibition mostly above about 23%, no sharp cut-off; inactive = mostly below about 18%;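 note: 0% = cells with DMSO and 100% = no-cell wells with DMSO; some compounds called inactive have numbers as strong as hits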
# Target sequence (P47898 whole entry, looked up): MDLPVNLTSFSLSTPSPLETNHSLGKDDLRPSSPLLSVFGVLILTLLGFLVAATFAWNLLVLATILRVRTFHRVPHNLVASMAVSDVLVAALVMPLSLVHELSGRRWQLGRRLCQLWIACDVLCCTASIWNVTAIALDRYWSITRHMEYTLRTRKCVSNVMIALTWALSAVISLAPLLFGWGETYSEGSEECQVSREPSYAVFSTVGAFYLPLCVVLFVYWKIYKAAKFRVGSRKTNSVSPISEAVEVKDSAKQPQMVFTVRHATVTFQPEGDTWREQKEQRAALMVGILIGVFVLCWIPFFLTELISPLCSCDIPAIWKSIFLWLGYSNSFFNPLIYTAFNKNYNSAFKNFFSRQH
# PKA-R2B act: activators of PKA-R2B holoenzyme, primary screen, biochemical, fluorescence polarization, Cy5-IP20, human; cAMP-dependent protein kinase catalytic subunit beta (Homo sapiens) + cAMP-dependent …; PKA-R2B holoenzyme dissociation; R2B truncated from residue 108, S112A mutant; 0% DMSO only, 100% 113 µM cGMP; activation, % at 11.4 µM; actives 0.079% (n = 340,000); AID 504700, 2011;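 active = activation above a cutoff set at the mean over all compounds plus 3 SD, cut at about 18% in these data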;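 note: higher means more holoenzyme dissociation and a rise in polarization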
# PKA-R1A activ: activators of PKA-R1A holoenzyme, primary screen, biochemical, fluorescence polarization, Cy5-IP20, bovine R1A, mouse PKAc; cAMP-dependent protein kinase type I-alpha regulatory subunit (Bos taurus) + …; PKA-R1A dissociation; scaled: DMSO 0%, 113 µM cGMP 100%; activation, % at 11.4 µM; actives 0.083% (n = 340,000); AID 504707, 2011;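 active = percent activation above the mean of all tested compounds plus 3 SD, cut at about 19% in these data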;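 note: higher means more PKAc released from R1A so a rise in polarization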
# AddAB inh: growth inhibition of E. coli expressing H. pylori AddAB, primary screen, AddAB inhibitor project, absorbance. inhibition, % at 11.9 µM. actives 0.29% (n = 330,000). AID 435030, 2010; in the data active = inhibition above about 12%;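 note: 0% = vehicle wells of infected cells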
# HTR5A ag ctr: HTR5A agonists in luminescence cell assay, primary screen, counter-screen for OPRM1-OPRD1 heterodimer agonist project, full-deck HTS | 5-hydroxytryptamine receptor 5A (Homo sapiens), P47898 | cell-based | activation, % at 9.3 µM | actives 0.61% (n = 340,000) | AID 504692, 2011; in the data active = activation mostly above about 9.5%, no sharp cut-off; inactive = mostly below about 7.6%;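 note: 0% = cells with vehicle only and 100% = reference agonist; strong numbers were not always called active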
# Ecoli viability: E. coli V3065 growth inhibition, primary screen, counter-screen for AddAB inhibitor project, absorbance, OD600; 18 h; actives 0.27% (n = 330,000); inhibition, % at 11.9 µM; AID 449728, 2010;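 active = inhibition above the campaign's mean inhibition across all tested compounds plus 3 SD, cut at about 9.9% in these data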;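 note: uninfected addAB+ strain grown without phage in ampicillin broth; 0% = DMSO wells and 100% = ciprofloxacin 0.95 µg/ml wells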
# Tat transport: E. coli Tat export inhibitors, primary screen, MC4100, TorA-mCherry reporter, fluorescence, single point; inhibition, % at 10 µM; actives 0.036% (n = 340,000);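 active = mean replicate inhibition at least 50% and at least half of replicates individually reaching 50%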;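 note: exported cargo escapes ClpAP degradation while cytoplasmic cargo is degraded and loses fluorescence; 0% = median of neutral control wells and 100% = median of NaSCN control wells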
# * marks the source's active call; other numbers are inactive results; · = not tested or not shown.
# The opening 2 entries as a preview:
SMILES,DAGLB inh,phage Ecoli inh,Mot1-301 SUMO,CDK5 p35 inh,HTR5A inv ctr,PKA-R2B act,PKA-R1A activ,AddAB inh,HTR5A ag ctr,Ecoli viability,Tat transport
Cn1ncc([N+](=O)[O-])c1C(=O)Nc1ccn(Cc2ccccc2F)n1,1,5.3,-2,-0.5,6,4,0,0.4,7,0.5,-1
CCn1c(SCC(=O)c2ccc(Cl)cc2)nnc1-c1ccoc1C,0,0.8,-19,0.1,-7,6,-8,1.9,-2,2.4,-5

# The listing, from the start:
SMILES,DAGLB inh,phage Ecoli inh,Mot1-301 SUMO,CDK5 p35 inh,HTR5A inv ctr,PKA-R2B act,PKA-R1A activ,AddAB inh,HTR5A ag ctr,Ecoli viability,Tat transport
Cn1ncc([N+](=O)[O-])c1C(=O)Nc1ccn(Cc2ccccc2F)n1,1,5.3,-2,-0.5,6,4,0,0.4,7,0.5,-1
CCn1c(SCC(=O)c2ccc(Cl)cc2)nnc1-c1ccoc1C,0,0.8,-19,0.1,-7,6,-8,1.9,-2,2.4,-5
Cc1[nH]c(C)c(S(=O)(=O)N2c3ccccc3CC2C)c1C(=O)N1CCCCC1 (stereo unspecified),-1,2.7,50,-0.7,-2,0,-6,2.5,-4,0.8,4
CNC(=S)NNC(=O)Cc1ccc(OC)cc1,-2,0.4,-26,-0.5,-14,6,-10,5.8,-1,1.6,-2
CC(=O)NC1C(=O)N=C(SCC(=O)Nc2c(C)cccc2C)NC1=O (stereo unspecified),-2,1.2,10,0.7,5,-3,-9,1.0,-2,-1.4,-4
CC(=O)c1ccc(S(=O)(=O)NCc2ccc(C(=O)N(C)CC(=O)Nc3cccc(F)c3)cc2)cc1,-3,1.3,123,0.0,-8,7,-7,1.4,-1,2.5,7
COc1cc(C(=O)NCCc2cn3ccccc3n2)cc(OC)c1OC,-2,2.4,-9,-1.0,16,7,-5,1.2,-6,-0.8,-9
C/C=C(\C)C(=O)Nc1cccc(C2=NOC3(C2)C[C@@H](C(N)=O)N(C(=O)c2cc([N+](=O)[O-])cc([N+](=O)[O-])c2C)C3)c1 (stereo partly specified),4,2.9,-3,-1.7,0,4,-9,1.4,0,-2.4,2
COc1cc(/C=N/NC(=S)NCCc2ccccc2)cc(OC)c1OC,1,2.1,2,-5.2,-21,-7,-7,·,6,·,20
O=C(O)/C=C/c1coc2ccc(F)cc2c1=O,2,2.4,13,-6.0,-13,-1,-2,2.8,2,1.4,-4
C[C@H](O)[C@@H]1C(=O)N2CCc3ccc(N4CCN(C)CC4)cc3[C@@H]2C[C@@H]1N(C)C(=O)c1ccc(C#N)cc1,-3,2.6,·,-1.7,·,1,-6,·,·,·,5
CCC1CCCCN1C(=O)Cn1c(=O)n(CCCC(=O)NCc2ccco2)c(=O)c2sccc21 (stereo unspecified),1,2.0,95,-0.6,-4,12,1,3.6,1,1.5,-6
O=c1oc2ccccc2cc1N1CCOCC1,3,4.2,16,-0.3,-21,-2,-7,4.3,-1,1.9,9
CCC(C(=O)NCc1ccc(F)cc1)N(Cc1cccs1)C(=O)c1snc(C(N)=O)c1N (stereo unspecified),0,2.3,-14,0.9,12,-3,10,3.9,-2,-1.4,-3
CCCn1c(SCC(=O)NCc2ccccc2Cl)n[nH]c1=O,1,2.4,-2,0.2,-15,-2,-15,-1.6,8,0.0,3
CC(=O)Nc1cc2c3c(c1)CCC(=O)N3CCC2,-3,-0.1,4,0.5,6,7,-9,3.7,-4,-0.8,-4
Cc1cc(C)nc(NC(=O)c2csnn2)c1,·,7.9,193,-2.3,·,·,·,0.7,·,-2.6,-4
O=C(/C=C/c1ccc(Cl)c([N+](=O)[O-])c1)Nc1ccc(N2CCCC2)cc1,10,2.7,-9,0.3,-3,-9,9,-0.7,0,-2.0,-2
O=C(NCCC1=CCCCC1)c1cccc2c1C(=O)N(C1CCCCC1)C2,-5,3.8,-7,3.2,-2,-12,-15,0.0,1,0.4,-3
O=C(COc1ccc2ccc(=O)oc2c1)N1CCN(c2ccc(F)cc2)CC1,0,5.0,7,-1.8,6,-3,-1,0.4,1,-1.5,1
N/C(=N\OC(=O)c1ccc(F)cc1)c1ccc(Br)cc1,-1,0.5,-8,-0.9,-3,-5,-3,1.0,1,0.1,-11
Cc1cc(C)cc(C(=O)NC(CC(N)=O)c2ccc(N3CCN(c4ccccn4)CC3)c([N+](=O)[O-])c2)c1 (stereo unspecified),2,1.4,-20,2.3,2,-10,1,3.7,3,-1.4,-4
c1cncc(Nc2nc(-c3cccs3)cs2)c1,-1,·,66,-0.2,-22,-7,-4,-0.5,0,-0.8,2
CCN(CC(=O)N1CCC(C(N)=O)CC1)S(=O)(=O)c1ccc(Cl)cc1,-1,-1.5,-3,-0.7,-25,3,0,2.3,2,4.1,12
CCc1ccc(C(=O)NNc2ccccc2F)cc1,-1,-0.5,79,-0.2,-2,-7,2,1.1,-1,1.0,-4
CC(=O)NC(=O)NC1OC(=O)C(Cl)=C1Cl (stereo unspecified),2,2.8,-5,0.9,-12,-5,-6,3.4,-3,3.3,2
C=C1[C@H](C)CN(S(=O)(=O)C(C)(C)C)[C@H]1CCO,-2,0.9,·,8.8,9,-11,-7,·,-3,·,2
COc1ccc(-c2nnc(SCc3cc(C)ccc3C)n2N)cc1,-1,2.8,277,-0.4,4,-9,-17,3.9,-2,2.0,-5
COc1cc2c(cc1OC)-c1cc(Nc3ccccc3Br)nc(=O)n1CC2,-1,2.7,3,0.9,-5,-6,-3,1.8,1,0.5,-6
Cc1cc(C(=O)NCCN2CCN(c3cccc(Cl)c3)CC2)n(-c2ccccc2)n1,0,1.8,114,-2.7,-9,-7,-6,1.2,3,-0.7,-1
S=c1[nH]nc(-c2ccco2)n1-c1ccc(Cl)cc1,4,3.0,3,2.2,-46,4,-9,4.8,-1,1.4,-2
Cc1nc([N+](=O)[O-])c(N2CCN(Cc3ccccc3)CC2)n1Cc1ccccc1,1,0.9,3,-2.4,-21,-6,-7,-0.2,-1,-0.6,6
CC(=O)Oc1ccc(/C=N/NC(=O)C2CCCN2S(=O)(=O)c2ccc(Cl)cc2)cc1 (stereo unspecified),2,-1.0,-1,-0.3,12,2,-8,4.4,1,-2.3,-7
O=C(CCOc1ccccc1)N1CCN(c2ccc(O)cc2)CC1,-2,1.5,17,-1.3,-3,5,9,2.8,0,1.3,0
COc1ccc(SC[C@H](Cc2ccccc2)N2CC[C@@H](O)CCC2=O)cc1,1,2.5,6,-2.2,22,-4,-1,0.9,-8,-1.6,5
Cc1nc(SCC(=O)N2CCN(c3ccccn3)CC2)c(C#N)c(C)c1C,1,1.8,170,0.7,2,-1,-6,4.7,-1,3.2,-11
COc1ccc(C(=O)N2CCN(c3ccccn3)CC2)cc1,-2,2.5,-1,1.1,-34,0,-5,5.5,6,1.4,2
CCCCc1c(O)nc(SCC(=O)Nc2ccc3c(c2)CCC3)[nH]c1=O,-3,2.6,-8,0.7,-6,-5,2,3.4,2,2.4,7
COc1ccc(OC)c(S(=O)(=O)N(C(C)=O)c2ccc3oc(=O)sc3c2)c1,3,4.7,-20,-0.9,10,-8,6,-2.0,-4,-1.2,0
Cc1ccc(S(=O)(=O)NCC(=O)OCC(=O)N2CC(=O)Nc3ccccc32)cc1,0,2.2,1,-3.5,-12,0,5,0.4,3,0.1,4
COc1cc(OC)nc(NC(=O)CSc2nnc(-c3ccccc3)n2C2CCCCC2)n1,-4,1.3,179,0.7,17,5,-10,1.2,-7,0.9,-6
C=CCNC(=S)NNC(=O)c1cccn(Cc2ccc(Cl)cc2Cl)c1=O,3,1.4,-2,1.1,19,-5,-6,-4.3,-7,-4.5,6
Cc1cccc(NC(=O)Cn2c(O)c(N=NC(=O)c3ccccc3O)c3ccccc32)c1,19,2.5,15,1.1,0,-15,-4,2.5,0,-0.3,9
COc1ccc(CCNC(=O)COC(=O)c2cnc(C)cn2)cc1OC,-3,-0.5,128,-1.7,-36,-6,-3,-0.1,0,0.4,2
Cn1c(=O)n(C)c2cc(NS(=O)(=O)c3cccs3)ccc21,-1,2.9,8,-0.8,-9,-5,1,2.1,3,-2.0,0
CC(C)c1nc(C#N)c(NN)o1,2,0.5,3,-0.1,10,1,3,0.7,4,2.8,-4
O=C(CSc1ccc(-c2ccccc2)nn1)c1ccccc1,-8,2.6,63,0.9,-8,-14,-6,-0.3,1,-3.9,6
CCOc1cc(C2C3=C(CCCC3=O)NC3=C2C(=O)CCC3)cc(Cl)c1O,-2,1.1,17,1.3,-5,-1,1,0.2,1,0.3,0
CCc1ccccc1NC(=O)c1ccoc1C,-2,-3.1,-5,-2.8,15,-5,3,0.8,3,-0.7,-7
O=C(CCc1ccc(S(=O)(=O)N2CCCCC2)cc1)c1nnc(-c2ccccc2)o1,-14,5.4,154,-3.2,-15,4,6,-1.9,6,0.1,2
# (cont.)
SMILES,DAGLB inh,phage Ecoli inh,Mot1-301 SUMO,CDK5 p35 inh,HTR5A inv ctr,PKA-R2B act,PKA-R1A activ,AddAB inh,HTR5A ag ctr,Ecoli viability,Tat transport
COc1ccc(CNC(NC(=O)c2ccccc2)(C(F)(F)F)C(F)(F)F)cc1,-7,-1.0,7,-4.5,-7,0,-1,0.1,4,0.9,-1
COc1ccc(NC(=S)NC23CN4CN(CN(C4)C2)C3)cc1,-4,1.3,69,-0.1,29,-8,10,1.9,9,1.1,14
Cc1ccc(C)c(N2CCN(C(=O)CCS(=O)(=O)c3cccc4nonc34)CC2)c1,-2,3.5,-1,-0.2,-20,-5,2,1.6,5,-3.8,0
O=C(C1=C[C@H](c2ccc3c(c2)OCO3)C[C@H](OCc2ccc(CO)cc2)O1)N1CCN(Cc2ccc3c(c2)OCO3)CC1,-1,0.2,11,0.7,1,-4,-10,2.9,-2,-2.1,4
CC(C(=O)O)c1ccc2c(c1)[nH]c1ccc(Cl)cc12 (stereo unspecified),3,3.5,13,-0.3,-31,-4,7,-0.4,4,-0.7,-7
CCC(C)N(C(=O)CSc1nnnn1-c1ccccc1OC)C1CCS(=O)(=O)C1 (stereo unspecified),-1,0.1,5,-0.8,-20,-13,8,-0.4,8,-0.2,-6
O=C(OCCCc1cc2ccccc2c(=O)o1)c1ccccc1C(F)(F)F,-16,0.0,-12,-0.9,-7,-11,-3,1.1,-3,-0.5,-1
CS(=O)(=O)N1CCC(C(=O)N2CCN(Cc3ccccc3)CC2)CC1,-5,2.8,-11,0.4,-1,1,4,0.5,0,0.9,6
Cc1ccc(S(=O)(=O)N(C)c2cc(S(=O)(=O)N3CCOCC3)c(C)cc2C)cc1,-3,2.6,-10,1.6,-5,8,-3,-0.6,2,-3.6,-1

# Screening results: PubChem BioAssay, several laboratories
